Source: PubChem BioAssay
ADAM10 inh – inhibits human ADAM10. O14672. recombinant ADAM10, EDANS/DABCYL FRET peptide cleavage, 3 h. 370,000 tested, 0.62% active. inhibition, % at 7 µM;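 active = inhibition above a per-campaign cutoff equal to the mean of compounds falling between control-based bounds plus 3 SD, cut at about 20% in these data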;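 note: 0% = DMSO wells while the 100% control is not disclosed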
PLC-beta3 inh – PLC-beta3 (human) inhibition, primary screen; Q01970; Purified PLC-beta3, fluorogenic substrate, fluorescence; inhibition, % at 12.2 µM; 370,000 tested, 0.18% active; AID 720704; in the data active = inhibition above about 11%;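 note: 0% = median of compound wells on plate and 100% = full blocker control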
hcDAF12 agonist – activates DAF-12 receptor from parasite H. contortus; 370,000 tested, 1.4% active; HEK293 hcDAF-12 lit1-tk-luc reporter, luminescence; 0% DMSO, 100% Δ7-dafachronic acid; activation, % at 6.8 µM;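 active = activation above the mean of all tested compounds plus 3 SD, cut at about 5.5% in these data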;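 note: 100% = response to 3 µM Δ7-dafachronic acid high control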
GAA850 FXN act – increases GAA850 frataxin promoter reporter activity. HEK293 lucGAA850 FXN promoter luciferase reporter, 24 h; percent of 10 µM SAHA response. activation, % at 6 µM. 360,000 tested, 0.56% active. AID 540364;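 active = activation above the average of all compounds screened plus 3 SD, cutoff fixed separately per campaign, cut at about 7.5% in these data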;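 note: 0% = DMSO wells and 100% = 10 µM SAHA wells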
DAX1 inh-1 – inhibits human nuclear receptor DAX1; HEK293 Gal4-DAX1 luciferase reporter, luminescence; inhibition, % at 6.75 µM; 340,000 tested, 0.99% active; AID 504766;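 active = inhibition above the mean over all tested compounds plus 3 SD, cut at about 4.2% in these data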;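 note: 0% = DAX1-transfected cells with DMSO and 100% = empty-vector control cells with DMSO; inhibition shows as a rise in luminescence from relieved DAX1 repression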
Target sequence (P51843 207-470 limits assumed): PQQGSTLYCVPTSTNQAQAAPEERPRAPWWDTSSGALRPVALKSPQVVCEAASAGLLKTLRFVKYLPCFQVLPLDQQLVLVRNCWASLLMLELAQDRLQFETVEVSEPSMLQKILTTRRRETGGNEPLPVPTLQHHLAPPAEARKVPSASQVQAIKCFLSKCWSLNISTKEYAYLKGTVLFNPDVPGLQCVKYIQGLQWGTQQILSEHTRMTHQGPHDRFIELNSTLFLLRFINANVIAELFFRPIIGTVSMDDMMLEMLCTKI
sPLA2-III inh – Blocks human group III sPLA2 activity; Q9NZ20; QFRET BODIPY PC-A2 liposome hydrolysis, fluorescence; inhibition, % at 12.2 µM; 370,000 tested, 0.56% active;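 active = inhibition above mean plus 3 SD of compounds lying within the high and low control bounds, cut at about 19% in these data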;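 note: 0% = median of test compound wells and 100% = no enzyme DMSO wells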
Target sequence (Q9NZ20 whole entry, looked up): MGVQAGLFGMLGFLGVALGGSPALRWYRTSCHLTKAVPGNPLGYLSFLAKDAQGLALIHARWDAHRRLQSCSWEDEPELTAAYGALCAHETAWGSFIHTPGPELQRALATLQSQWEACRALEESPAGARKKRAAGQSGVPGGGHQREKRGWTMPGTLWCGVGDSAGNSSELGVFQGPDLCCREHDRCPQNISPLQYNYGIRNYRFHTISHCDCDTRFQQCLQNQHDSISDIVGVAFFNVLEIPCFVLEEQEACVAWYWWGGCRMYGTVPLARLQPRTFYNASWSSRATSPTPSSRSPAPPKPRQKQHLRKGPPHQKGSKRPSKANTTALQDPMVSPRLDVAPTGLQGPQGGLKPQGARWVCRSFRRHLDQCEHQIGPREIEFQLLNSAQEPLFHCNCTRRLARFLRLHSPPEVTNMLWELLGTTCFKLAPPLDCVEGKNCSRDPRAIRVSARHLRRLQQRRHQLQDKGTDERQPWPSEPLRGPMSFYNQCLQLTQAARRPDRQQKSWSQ
ADAM17 inh – ADAM17 inhibition, QFRET primary screen | inhibition, % at 6.95 µM | P78536 | recombinant ADAM17, EDANS/DABCYL FRET peptide cleavage | 370,000 tested, 0.83% active;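 active = inhibition above the mean of compounds lying between control limits plus 3 SD, set per campaign, cut at about 8.5% in these data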;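 note: 0% = DMSO-only wells as the low control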
ssDAF12 agonist – activators of S. stercoralis DAF-12 nuclear receptor | 370,000 tested, 1% active | HEK293 ssDAF-12/GRIP1 lit1-tk-luc reporter, luminescence; % of 3 µM dafachronic acid response | AID 652126 | activation, % at 6.8 µM;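 active = activation above the mean over all tested compounds plus 3 SD, cut at about 0.9% in these data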;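 note: 0% = DMSO-only wells and 100% = 3 µM delta7-dafachronic acid wells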
hgDAF12 agonist – activates the H. glycines DAF-12 receptor ligand-binding domain. AID 687014. HEK293 GAL4-hgDAF12 UAS-luciferase reporter, agonist luminescence; normalized to butyrate control. activation, % at 6.8 µM. 370,000 tested, 1.8% active;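 active = activation above a cutoff set at the mean of all screened compounds plus 3 SD, cut at about 10% in these data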;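 note: 0% = DMSO wells and 100% = sodium butyrate wells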
PLCg1 inh – PLC-gamma1 (human) inhibition, primary screen. P19174. purified PLC-gamma1, fluorogenic substrate, fluorescence. inhibition, % at 12.2 µM. 370,000 tested, 0.84% active; in the data active = inhibition above about 9.5%
DAX1 inh-2 – DAX1 (NR0B1) inhibition, primary screen; HEK293T StAR-luciferase reporter, SF-1/DAX-1 repression relief; inhibition, % at 6.8 µM; 370,000 tested, 1.1% active; AID 652010;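 active = inhibition above the mean over all tested compounds plus 3 SD, cut at about 3.6% in these data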;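 note: 0% = DAX-1 cells with DMSO and 100% = cells lacking DAX-1 with DMSO; higher inhibition means more luminescence from relief of DAX-1 repression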
Active calls of the source: *; . = not tested or not shown.

SMILES	ADAM10 inh	PLC-beta3 inh	hcDAF12 agonist	GAA850 FXN act	DAX1 inh-1	sPLA2-III inh	ADAM17 inh	ssDAF12 agonist	hgDAF12 agonist	PLCg1 inh	DAX1 inh-2
Cc1ccc(C)c(NC(=O)CN(C)C(=O)Cc2ccc(Cl)cc2Cl)c1	-2	-6	-0.5	0.1	-0.8	-7	1	-1.4	0.8	-3	-0.3
CCOC(=O)C1=C(COC(=O)c2cccs2)NC(=O)NC1C (centres undefined)	0	-5	-0.2	4.4	2.0	5	-5	-0.8	-0.5	1	1.4
CCOc1cc(OCC)cc(C(=O)Nc2cccnc2)c1	3	2	-1.3	1.5	-0.4	-2	2	-1.2	-2.0	0	0.1
O=C(CSc1nc2ccc(NC(=O)CSc3nnnn3Cc3ccccc3)cc2s1)Nc1ccccc1	2	0	-0.4	-2.1	0.1	-4	-2	-0.4	1.9	0	0.0
Cc1cc([N+](=O)[O-])ccc1N1C(=O)c2ccc(C(=O)Nc3ccccc3C(=O)O)cc2C1=O	6	-4	0.4	-0.8	0.2	14	-3	-1.2	0.8	2	-0.3
CCCCNC(=O)CSc1nc(CCC)nc2ccccc12	-2	-7	-2.8	0.1	-0.6	-2	-2	-1.9	-2.7	-2	1.2
CCC(C)[C@H](NC(=O)C1CCC(CNC(=O)[C@@H]2CCCN2C(=O)OC(C)(C)C)CC1)C(=O)O (some centres undefined)	12	2	0.4	3.6	-0.3	3	0	-1.1	1.0	2	0.0
CCOC(=O)C1=C(c2ccccc2)O/C(=C(\C(=O)OC)C(F)(F)F)S1	-1	0	-1.4	0.3	-0.5	-2	-2	-1.0	0.2	3	-0.4
CC(C)(C)c1ccc(OCCC(=O)OCC(=O)NC2CCS(=O)(=O)C2)cc1 (centres undefined)	7	-1	-0.5	1.8	-0.1	2	-3	-0.6	3.3	0	1.4
O=C(Cc1c(Cl)cccc1Cl)OCC(=O)c1ccc[nH]1	-12	0	-2.3	3.5	0.2	-14	1	-1.3	5.9	-3	0.8
Cc1ccc(NC(=O)c2ccccc2OCC(=O)Nc2ccccc2F)cc1S(=O)(=O)N(C)C	4	-8	-2.0	-0.7	-1.0	-29	11*	-1.6	-1.9	4	-2.4
Cc1cc(C)n2c(SCC(C)C)nnc2n1	7	1	-0.3	4.0	-0.3	4	-3	-1.2	3.5	-4	0.1
Cc1ccc(CNC(=O)CCCn2c(=O)[nH]c3ccccc3c2=O)cc1	-9	2	0.2	0.6	1.4	-3	-4	-1.0	-0.3	6	0.4
O=C(Nc1ncc(Cc2cccc(Cl)c2Cl)s1)C1CCCO1 (centres undefined)	-3	-9	1.1	5.1	2.8	2	-3	-0.7	6.6	-1	2.9
CCN(CC)S(=O)(=O)c1cc(C(=O)OC(C)C(=O)NCc2ccco2)ccc1C (centres undefined)	-1	-7	-2.7	-0.7	-0.3	0	-4	-1.7	1.3	0	-1.8
CCc1ccc(N(CC(=O)Nc2ccccc2C(=O)N2CCCC2)S(C)(=O)=O)cc1	-9	-3	-1.1	0.9	0.8	5	-2	-0.7	-1.8	1	1.2
COc1ccc(N2CCN(C(c3cc(OC)ccc3OC)c3nnnn3Cc3ccco3)CC2)cc1 (centres undefined)	9	-1	-1.5	-0.8	0.2	-3	-2	-1.6	-0.3	0	-0.4
Cc1ccc(C(=O)N2CCSCC2)cc1	4	3	1.0	-0.8	1.0	7	1	-0.9	0.7	8	0.2
CCOc1ccccc1NC(=O)CN1C(=O)CSC(C)C1=O (centres undefined)	1	1	0.1	-1.2	-0.6	-1	2	-1.3	-1.2	2	-0.5
CCCCn1c(CCC(=O)O)nc2cc(S(=O)(=O)N(C)C)ccc21	-1	-4	0.4	0.3	-0.2	0	-1	-0.9	-1.9	-1	0.4

Two records drawn at random from the list so far:
SMILES	ADAM10 inh	PLC-beta3 inh	hcDAF12 agonist	GAA850 FXN act	DAX1 inh-1	sPLA2-III inh	ADAM17 inh	ssDAF12 agonist	hgDAF12 agonist	PLCg1 inh	DAX1 inh-2
Cc1ccc(C(=O)N2CCSCC2)cc1	4	3	1.0	-0.8	1.0	7	1	-0.9	0.7	8	0.2
CCOC(=O)C1=C(c2ccccc2)O/C(=C(\C(=O)OC)C(F)(F)F)S1	-1	0	-1.4	0.3	-0.5	-2	-2	-1.0	0.2	3	-0.4

Further compounds.
SMILES	ADAM10 inh	PLC-beta3 inh	hcDAF12 agonist	GAA850 FXN act	DAX1 inh-1	sPLA2-III inh	ADAM17 inh	ssDAF12 agonist	hgDAF12 agonist	PLCg1 inh	DAX1 inh-2
CCOC(=O)C1=C(C)NC(=O)NC1	10	4	-0.1	2.7	0.5	9	5	-0.6	2.1	4	-0.4
Cc1ccc(C2OCC(C)([N+](=O)[O-])CO2)cc1 (centres undefined)	-8	5	1.2	2.0	0.2	-3	-4	-1.2	2.4	-4	0.1
O=C(CC(C(=O)O)c1ccc(F)cc1)c1ccc(Cl)cc1 (centres undefined)	-32	-8	-1.4	2.3	0.3	6	-4	-0.7	-0.8	-4	-0.3
O=C(NCC1CCCCC1)c1cc(S(=O)(=O)N2CCOCC2)ccc1F	-7	-11	-0.3	-0.1	0.1	11	-3	-0.8	-0.8	0	0.3
C=CCOC(=O)C1=C[C@@H](c2ccc(C(F)(F)F)cc2)C[C@@H](OCCCCO)O1	12	6	-0.1	1.3	-0.4	-4	7	-1.4	0.9	0	0.1
COc1ccc(CN2C(=O)NC3(CCCCC3)C2=O)cc1F	3	1	-1.7	-2.6	0.3	3	3	-1.9	-1.7	4	-0.8
N/C(=N\OC(=O)COc1ccc(Cl)cc1Cl)c1ccncc1	2	1	5.3	3.3	6.2*	-6	1	-0.1	16*	1	4.0*
CCOC(=O)Cn1c(=O)oc2cc(S(=O)(=O)N3CCCC(C(=O)OCC)C3)ccc21 (centres undefined)	-11	1	-0.2	-0.4	0.9	1	-1	-1.6	1.7	-1	0.0
COC(=O)c1ccc(-c2noc(CN(C)CC3CCCCO3)n2)cc1 (centres undefined)	-11	-6	-0.1	2.3	-0.1	12	-5	-0.8	4.0	-1	1.1
CCCCC1C2C(=O)N(c3ccc(C)cc3)C(=O)C2ON1c1ccccc1 (centres undefined)	1	-8	2.1	1.4	.	-9	-4	-1.1	0.6	-3	0.5
CCOC(=O)c1c(NC(=O)CSc2nnc(CNc3ccc(F)cc3)o2)sc(C)c1C	3	1	-0.8	0.6	-0.5	-24	0	-1.2	-0.7	2	0.0
Cc1cc(C)nc(Sc2ncnc(N)c2[N+](=O)[O-])n1	-7	0	2.4	-5.3	-0.7	12	-1	0.0	-1.3	5	1.4
O=C(CN1CCN(c2ncccn2)CC1)Nc1ccccc1C(F)(F)F	7	2	2.2	-0.4	-0.6	-3	1	-2.0	-4.1	3	-0.3
Cc1cc(C)c(S(=O)(=O)NCCc2ccccc2)c(C)c1	9	2	-0.3	2.5	0.6	-14	2	-0.8	-2.1	4	0.0
Cc1cc(Br)ccc1-n1[nH]c(C)c(C=Nc2cccc3nsnc23)c1=O	2	-5	4.6	0.8	-0.9	-1	1	-0.6	1.3	-6	0.0
CC(=O)N1CCN(S(=O)(=O)c2ccc(S(=O)(=O)N3CCCC(C)C3)cc2)CC1 (centres undefined)	5	-3	-1.0	-2.2	0.1	4	1	-0.6	0.1	0	0.0
Cn1c(=O)[nH]c(=O)c2c1nc(N1CCCCCC1)n2CCCSc1nc2ccccc2o1	7	1	-0.1	2.1	0.6	2	2	-1.5	-2.6	5	-0.2
CCC1(CC)C(=O)N(C)C(=O)NC1=Nc1ccccc1	4	4	-0.2	0.0	0.8	7	-3	-1.1	3.0	4	0.0
COC(=O)c1cc2ccccc2c([N+](=O)[O-])c1O	-1	-6	-0.8	-0.1	-0.6	-14	-3	-1.0	-4.1	-3	-1.2
NS(=O)(=O)c1ccc(CNC(=O)c2cc(=O)c3cc(Cl)ccc3o2)cc1	2	-3	-0.4	1.2	3.0	-1	3	-2.0	-1.5	9	0.3
COc1ccc(CNC(=O)c2cnn3c(C(F)F)cc(C)nc23)cc1	0	-15	-1.1	1.2	0.0	-1	-6	-1.0	-1.3	-12	-1.0
Cc1ccc(-c2ccc(CCC(=O)O)n2-c2ccc(O)cc2)cc1	-19	-118	0.0	-1.5	0.6	-30	-16	-0.8	-0.8	-80	-0.8
O=C(CCCO)N/N=C/c1ccccc1[N+](=O)[O-]	-14	-5	0.0	-0.1	-0.8	7	-1	-1.0	-1.3	0	-0.1
O=C(O)C(F)=C(c1ccccc1)c1ccccc1	1	-5	0.3	0.3	-0.1	-1	-2	-1.4	1.1	0	0.5
CC(C)C[C@H](NC(=O)c1[nH]cnc1C(=O)Nc1ccc(CNC(=O)OC(C)(C)C)cc1)C(=O)OCc1ccccc1	5	4	0.2	-0.9	-1.2	3	-1	-0.3	-1.0	2	-0.5
CC(C)Cc1nc2n[nH]c(N)c2c2c1CCCC2	6	-5	-2.8	0.7	-1.2	2	-2	-1.4	-2.6	-4	-0.2
Cc1nnc(SCC(=O)Nc2nc(C(C)(C)C)cs2)s1	9	2	-2.4	-1.0	-0.8	3	-5	-2.2	-1.3	-3	-1.7
CC/C(=N\NC(=O)c1csc(C)c1C)c1cccs1	8	3	-1.1	0.7	1.0	2	1	-0.5	7.0	6	1.0
COCCn1c(Cc2ccccc2)nnc1SCC(=O)NC1CCCCC1	-4	-9	1.2	1.8	2.0	0	-2	-0.8	1.6	-5	0.3
Cc1ccc(/C(N)=N/OC(=O)c2ccc3c(c2)OCO3)cc1	4	5	1.5	2.7	0.9	3	0	-0.7	7.8	0	1.9
COCCCN=C(c1ccco1)n1c(=S)nc(-c2ccco2)n(CCCOC)c1=S	-3	-3	2.6	3.6	1.9	-2	-3	0.1	5.5	-6	0.9
COc1ccc(NC(=O)c2cc(-c3cc(F)ccc3OC(C)C)n[nH]2)c(C)c1	2	2	-1.3	2.9	.	-8	1	-1.5	-0.2	-2	-0.7
O=C(COC(=O)/C=C/c1ccc(OC(F)F)cc1)NC1CCCCC1	2	1	0.6	0.9	0.1	2	-1	-0.9	3.0	0	-0.2
COC(=O)c1cc(=O)n(Cc2cccs2)c(=Nc2ccc(F)cc2)s1	-15	0	-1.0	1.5	-0.9	17	-2	-0.6	-2.3	1	0.8
CCCC(C)NC(=O)C1CC(=O)N(CCc2ccc(F)cc2)C1 (centres undefined)	-2	0	-0.9	-2.1	-0.5	3	-1	-0.6	1.5	2	-0.3
Cc1ccnc(NC(=O)c2ccco2)n1	-5	-1	0.0	0.7	-0.8	-2	2	-0.9	7.3	0	0.2
Cc1nc2ccc(S(=O)(=O)NCC(=O)N3CCC(N4CCCCC4)CC3)cc2s1	-2	2	-0.8	0.2	1.3	1	-4	-1.1	-0.8	1	0.6
COc1ccc(NC(=O)N2CCN(S(C)(=O)=O)CC2)cc1	-2	1	-1.1	1.1	-0.6	-2	-2	-0.8	-3.6	-2	0.0
CCCCC1CCC(C(=O)N(CCC(C)C)c2c(N)n(CCCC)c(=O)[nH]c2=O)CC1 (centres undefined)	-21	0	-0.8	1.3	-0.1	17	-2	-1.6	1.2	-1	0.3
